HCV core dimer – inhibitors of HCV core protein dimerization, primary screen, biochemical, TR-FRET, high-throughput. TR-FRET GST/Flag-core106 dimerization, 1536-well. inhibition, % at 5 µM. 300,000 tested, 0.33% active;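 active means inhibition above the mean of all tested compounds plus 3 SD, set per screening campaign, cut at about 45% in these data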
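Assay system – GST-tagged and Flag-tagged HCV core protein residues 1-106 · Quantity – core106 proteins, GST 13.5 nM and Flag 17 nM · Benchmarks – unlabelled core106 and no-GST-core106 wells · Read-out basis – percent inhibition of core106 dimerization signal · Detection – time-resolved FRET, ex 340 nm, em 617 and 671 nm · Schedule – 4 h at 22.5 °C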
Fh CTSL1 inh – Fasciola hepatica cathepsin L1 inhibitors, primary screen, counter-screen for PFM18AAP inhibitor project, biochemical, QFRET, fluorogenic peptide substrate | recombinant F. hepatica cathepsin L1, Z-Leu-Arg-MCA fluorescence | inhibition, % at 5.96 µM | 300,000 tested, 0.49% active | AID 1906, 2009;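 active means inhibition above the mean of all tested compounds plus 3 SD, set per screening campaign, cut at about 17% in these data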;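 further: 0% = plate median of test compound wells and 100% = 1 µM Z-Phe-Ala-diazomethylketone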
PAFAH2 inh – PAFAH2 enzyme inhibitors, primary screen, biochemical, fluorescence polarization, human; recombinant PAFAH2, FP-rhodamine activity probe; Platelet-activating factor acetylhydrolase 2, cytoplasmic (Homo sapiens), Q99487; inhibition, % at 3.39 µM; 340,000 tested, 0.99% active;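 active means inhibition above the mean over all tested compounds plus 3 SD, cut at about 30% in these data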;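 further: inhibitors block probe labeling of enzyme so polarization drops; 0% = enzyme with DMSO and 100% = wells lacking PAFAH2 protein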
PP5 primary – PP5 phosphatase inhibitors, primary screen, biochemical, fluorescence; AID 1987, 2009; Serine/threonine-protein phosphatase 5 (Homo sapiens), P53041; purified PP5c, OMFP substrate fluorescence; 320,000 tested, 0.18% active; inhibition, % at 6.7 µM;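 active means inhibition above the campaign's mean inhibition across all tested compounds plus 3 SD, cut at about 9.5% in these data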;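 further: 0% = DMSO only and 100% = 100 µM cantharidin control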
AHR act – AHR activators, primary screen, cell-based, luminescence, luciferase reporter, human | AHR-responsive luciferase reporter cells | activation, % at 5 µM | 320,000 tested, 2.5% active; in the data active means activation above about 47%;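 further: 0% = vehicle wells and 100% = reference agonist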
TPT1 inhibitor – Candida albicans TPT1 enzyme inhibitors, primary screen, biochemical, fluorescence polarization; recombinant caTPT1, FP RNA substrate dephosphorylation; inhibition, % at 5 µM; 300,000 tested, 0.81% active; AID 1962, 2009;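 active means inhibition above the mean of all tested compounds plus 3 SD, set per screening campaign, cut at about 24% in these data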;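 further: plate controls were DMSO alone for no effect and ferristatin control at 100 nM for full effect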
proCasp7 act – procaspase-7 activators, primary screen, counter-screen for procaspase-3 activator project, biochemical, absorbance, HTS, human. AID 463210, 2010. recombinant procaspase-7, Ac-DEVD-pNA absorbance 405 nm; D23A/D198A/D206A triple mutant, cannot self-cleave; scale: DMSO 0, 5 µM enzyme 100. 330,000 tested, 0.093% active. activation, % at 8.5 µM;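 active means percent activation above the screen-wide mean plus 3 SD, cut at about 25% in these data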
Target sequence (P55210 whole entry D23A/D198A/D206A): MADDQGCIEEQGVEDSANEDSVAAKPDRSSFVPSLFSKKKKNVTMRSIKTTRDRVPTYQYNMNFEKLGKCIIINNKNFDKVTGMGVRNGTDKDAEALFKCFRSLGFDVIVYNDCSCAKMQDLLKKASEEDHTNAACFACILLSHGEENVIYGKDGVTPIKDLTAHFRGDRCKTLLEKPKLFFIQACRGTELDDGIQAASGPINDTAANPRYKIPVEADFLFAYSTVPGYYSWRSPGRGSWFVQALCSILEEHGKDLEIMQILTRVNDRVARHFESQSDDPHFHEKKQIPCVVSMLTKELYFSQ
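Assay system – Uncleavable procaspase-7 mutant enzyme · Quantity – 2 µM procaspase-7 mutant as dispensed · Times – 1 h preincubation, 2 h reaction · Dosing – single nominal 8.5 µM compound dose, 0.8% DMSO final · Buffer or medium – Zinc-free 50 mM HEPES buffer, pH 7.4, with NaCl and Triton X-100 · Detection – Epi-absorbance of released pNA at 405 nm, two timepoints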
PP1 counter – PP1-alpha phosphatase inhibitors, primary screen, counter-screen for PP5 inhibitor project, biochemical, fluorescence, OMFP substrate, single point; purified PP1alpha; inhibition, % at 6.7 µM; 320,000 tested, 0.9% active;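 active means inhibition above the mean inhibition of all tested compounds plus 3 SD, computed separately for each screening campaign, cut at about 15% in these data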
Target sequence (P62136 whole entry, looked up): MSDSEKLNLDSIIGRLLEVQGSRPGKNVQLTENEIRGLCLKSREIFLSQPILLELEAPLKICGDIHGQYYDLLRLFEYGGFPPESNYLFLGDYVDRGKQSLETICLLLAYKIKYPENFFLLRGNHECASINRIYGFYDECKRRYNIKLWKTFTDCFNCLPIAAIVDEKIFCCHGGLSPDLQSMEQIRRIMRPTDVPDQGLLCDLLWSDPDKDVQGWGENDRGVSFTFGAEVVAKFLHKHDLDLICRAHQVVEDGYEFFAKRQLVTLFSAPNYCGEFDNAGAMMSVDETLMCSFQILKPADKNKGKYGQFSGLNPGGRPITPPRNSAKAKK
proCasp3 act – activators of human procaspase-3 D3A mutant, primary screen, biochemical, absorbance, PC-3 D3A mutant, single concentration | Caspase-3 (Homo sapiens), P42574 | recombinant procaspase-3 D3A, Ac-DEVD-pNA absorbance 405 nm | activation, % at 8.5 µM | AID 463141, 2010 | 330,000 tested, 0.11% active;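 active means activation above the mean of all tested compounds plus 3 SD, cut at about 21% in these data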;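 further: 0% = DMSO alone and 100% = DMSO wells spiked with extra 5 µM PC-3 D3A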
Target sequence (P42574 whole entry D9A/D28A/D175A): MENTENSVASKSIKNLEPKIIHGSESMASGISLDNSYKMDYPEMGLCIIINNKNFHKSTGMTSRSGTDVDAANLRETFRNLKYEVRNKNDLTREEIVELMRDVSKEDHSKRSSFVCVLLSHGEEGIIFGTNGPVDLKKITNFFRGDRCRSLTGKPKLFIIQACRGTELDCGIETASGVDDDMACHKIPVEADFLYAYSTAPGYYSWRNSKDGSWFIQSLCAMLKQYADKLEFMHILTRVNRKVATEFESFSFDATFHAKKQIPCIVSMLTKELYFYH
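Assay system: Autoprocessing-dead procaspase-3 D3A mutant enzyme; also added: Ac-DEVD-pNA; doses: one concentration, 8.5 µM nominal, 0.8% DMSO; times: 1 h compound preincubation, 2 h substrate hydrolysis at 25 °C; technique: 405 nm absorbance of p-nitroaniline, reads at 0 and 120 min; measure: % activation between DMSO and enzyme-spiked controls; repeats: single replicate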
An asterisk follows results filed as active; x = not tested or not shown.

SMILES | HCV core dimer | Fh CTSL1 inh | PAFAH2 inh | PP5 primary | AHR act | TPT1 inhibitor | proCasp7 act | PP1 counter | proCasp3 act
CCOC(=O)C1CCN(Cc2cnc(Oc3ccc(C(C)(C)C)cc3)s2)CC1 | -7 | 2 | 3 | 2.4 | 0 | -2 | 3 | 0 | -3
CCC(=O)c1ccc(Oc2ccc(C(=O)c3ccc(C)cc3)cc2[N+](=O)[O-])cc1 | 12 | -1 | 0 | 0.7 | -2 | -2 | -10 | -1 | 6
CCc1noc(C)c1C(=O)Nc1nc(-c2ccc(Cl)cc2Cl)c(C)s1 | 3 | 2 | 4 | 1.4 | 14 | 3 | 1 | -1 | -2
Cc1cc(NC(=O)COC(=O)c2cc(S(=O)(=O)N3CCOCC3)ccc2N2CCCCC2)no1 | -1 | -8 | 11 | 3.8 | -2 | -2 | -5 | 3 | 3
CCc1ccc(NC(=O)c2cc(S(=O)(=O)N3CCc4ccccc43)cn2C)cc1 | 21 | -1 | -3 | 3.4 | 16 | 2 | 2 | 3 | 2
O=[N+]([O-])c1cc(C(F)(F)F)cc([N+](=O)[O-])c1N1CCN(S(=O)(=O)c2ccccc2)CC1 | 15 | 3 | -2 | 3.2 | 1 | -4 | 4 | 1 | 3
COCC(=O)N1CCc2ccc(NC(=O)c3ccc(C(F)(F)F)cc3)cc2C1 | -2 | 0 | -2 | 1.8 | 103* | 0 | 2 | 2 | -6
CCOC(=O)C1=NOC(CNC(=O)c2c(-c3ccccc3Cl)noc2C)C1 (stereo not drawn) | -2 | 0 | -5 | -0.3 | -1 | 0 | 9 | 0 | -2
COc1cccc2cc(C(=O)CS(=O)(=O)c3ccc(C(C)(C)C)cc3)c(=O)oc12 | 13 | -5 | 15 | 1.2 | -1 | -4 | 8 | 4 | 11
N=c1n(CCN2CCCCC2)c2ccccc2n1CC(O)c1cccc(Br)c1 (stereo not drawn) | -5 | -1 | 2 | -0.9 | -1 | -5 | 2 | -5 | -6
COc1ccc(OC)c(NC(=O)CCN2CCN(C)CC2)c1 | -3 | 7 | 4 | -0.4 | 0 | 0 | 0 | 9 | -6
Cc1ccc(NC(=O)C2(c3ccccc3)CC2(Cl)Cl)cc1C (stereo not drawn) | 1 | 7 | -8 | 2.5 | 5 | -1 | 2 | 2 | 7
CCOc1ccc(C(N)=O)cc1OC | -1 | -1 | 3 | 1.3 | -4 | 0 | 2 | 1 | -1
O=C(O)c1cn(-c2ccc(F)c(F)c2)c2c(F)c(F)c(F)c(F)c2c1=O | -2 | 3 | 0 | 0.7 | 1 | -7 | 0 | 7 | 9
COc1cc2c(cc1NS(=O)(=O)N1CCCCC1)oc1ccccc12 | -5 | 5 | -7 | 1.1 | 2 | 0 | 7 | -2 | -4
COc1cc(/C=C(\C#N)C(=O)NCC2CCCO2)c([N+](=O)[O-])cc1OC (stereo not drawn) | -1 | 1 | -1 | 2.5 | 1 | -1 | -7 | 0 | 5
N#C/C(=C\c1ccccc1)C(=O)NCc1ccc(F)cc1 | 3 | 2 | -11 | 2.0 | 0 | -1 | 2 | -1 | -1
NCC12CC3CC(C1)CC(c1ccc(Br)cc1)(C3)C2 | 2 | 1 | 8 | 0.4 | -1 | 2 | 6 | 8 | 2
CC(C)=C1SC(N2CCN(c3cccc(C(F)(F)F)c3)CC2)=NC1=O | 2 | 2 | -1 | 3.9 | -4 | 1 | -2 | -2 | -6
COc1ccc(NS(=O)(=O)c2cccc(C(=O)N3CCCC3)c2)cc1 | 2 | -3 | 8 | 0.9 | 6 | 1 | 1 | 1 | 3
O=C(c1cccn2c(=O)c3ccccc3nc12)N1CCN(c2ccccn2)CC1 | 2 | 0 | -8 | 4.6 | 2 | -1 | -4 | 3 | -5
COc1ccc(C)cc1S(=O)(=O)N(CC(=O)Nc1cccc([N+](=O)[O-])c1)c1ccc(C)cc1 | 9 | 7 | -16 | 2.6 | 13 | -2 | 1 | 3 | 1
Cc1ccc(OCC(=O)N2CCc3ccccc3C2)c(C)c1 | 4 | 4 | -2 | 2.5 | 20 | -5 | 1 | 5 | -3
CC(=O)N(CCc1cccc(C)c1)Cc1cc2ccc(C)cc2[nH]c1=O | 10 | -1 | -7 | 1.8 | 9 | -3 | -2 | -2 | 0

A second format for part of the listing above.
| SMILES | HCV core dimer | Fh CTSL1 inh | PAFAH2 inh | PP5 primary | AHR act | TPT1 inhibitor | proCasp7 act | PP1 counter | proCasp3 act |
| --- | --- | --- | --- | --- | --- | --- | --- | --- | --- |
| CCOc1ccc(C(N)=O)cc1OC | -1 | -1 | 3 | 1.3 | -4 | 0 | 2 | 1 | -1 |
| O=C(O)c1cn(-c2ccc(F)c(F)c2)c2c(F)c(F)c(F)c(F)c2c1=O | -2 | 3 | 0 | 0.7 | 1 | -7 | 0 | 7 | 9 |

(further entries)
SMILES | HCV core dimer | Fh CTSL1 inh | PAFAH2 inh | PP5 primary | AHR act | TPT1 inhibitor | proCasp7 act | PP1 counter | proCasp3 act
Cc1cccc(NC(=S)N(CCCN2CCOCC2)Cc2ccco2)c1 | -3 | 6 | -3 | 0.8 | 2 | 4 | 4 | 0 | 11
CCN1CCN(C(=O)c2ccc(C(F)(F)F)cc2)CC1 | -2 | -1 | 1 | -0.3 | 3 | 2 | 3 | 5 | 2
COc1cc(C(=S)N2CCN(C)CC2)ccc1OCC(=O)NCc1ccccc1 | 1 | 2 | x | -1.8 | 0 | 0 | 6 | 2 | -4
Fc1ccc(NC(=S)NCc2cccs2)cc1 | -6 | -1 | 11 | 0.3 | -3 | -2 | 3 | 0 | 13
CCN(CC(=O)Nc1cccc(C(C)=O)c1)S(=O)(=O)c1ccc(OC)cc1 | 1 | -2 | 2 | 1.7 | -1 | -2 | 20 | -4 | 7
O=C(NNC(=O)c1cc(-c2ccccc2)nc2ccccc12)Nc1cccc(Cl)c1 | 6 | 2 | -32 | 3.7 | -1 | -8 | 1 | 3 | 3
CC(=O)Nc1nonc1-n1nnc(C(=O)NCc2ccccc2)c1C | -2 | -2 | 1 | -0.3 | -3 | -1 | 6 | 2 | 2
CC(=O)OCC1OC(n2ccc3ccccc32)C(OC(C)=O)C(OC(C)=O)C1OC(C)=O (stereo not drawn) | -9 | -1 | -5 | 0.8 | 0 | -2 | 10 | 1 | 2
O=C(Nc1cnccn1)Nc1ccc(Cl)cc1Cl | -1 | 3 | -8 | 0.1 | 8 | -4 | 9 | -4 | -1
N#Cc1c(C(F)(F)F)cc(-c2ccccc2)nc1SCCN1CCOCC1 | 3 | 2 | -3 | 0.0 | 55* | -1 | 0 | 0 | 1
CCCN(CCC)CCCNS(=O)(=O)c1ccc2c(c1)oc(=O)n2C | -12 | 0 | -4 | 0.8 | 0 | 1 | -1 | 4 | -6
Cc1cccc(/C=C2\Sc3ccc(C(=O)N4CCOCC4)cc3N(C)C2=O)c1 | -3 | 2 | 0 | 0.7 | 0 | 1 | 0 | -1 | -1
COc1cc(C(=O)N2CCC(n3c(C)nc4cc(F)ccc43)CC2)cc(OC)c1OC | -1 | -1 | -7 | -0.5 | 9 | -2 | 8 | -1 | 3
Cc1nn(CC(C)C)c(=S)[nH]c1=O | -4 | 2 | 4 | -1.0 | 0 | -2 | -13 | 0 | 3
CC(C)[C@H](N)c1nnc(SCC(=O)c2ccc(Cl)cc2)o1 | -1 | 2 | -7 | -0.4 | 2 | -3 | -5 | 2 | 0
Cc1ccc(-c2cc(C(=O)NCc3cccnc3)no2)cc1 | 2 | -1 | -7 | -0.2 | 18 | -1 | 14 | -3 | 6
Cc1ccc(S(=O)(=O)NC(=O)N(CCC#N)Cc2ccccc2)cc1 | 4 | -2 | -5 | 1.0 | 0 | -3 | 4 | -1 | 5
CCOC(=O)c1ccc(N=Cc2c(O)c3ccccc3oc2=O)cc1 | 10 | 4 | 7 | 0.3 | 4 | 0 | 0 | 9 | 1
CN(C)CCn1c2c(c(SCC(=O)N3CCc4ccccc43)nc1=O)CCCC2 | 9 | 4 | 1 | 0.4 | 3 | -3 | 11 | 4 | 2
CSc1nc2nc(C)cc(-c3ccccc3)n2n1 | -6 | 1 | 4 | -1.5 | -3 | -1 | 5 | -1 | -5
CCc1nnc(NC(=O)c2ccc(S(=O)(=O)NCC(C)C)cc2)s1 | 6 | 4 | 9 | -0.7 | -1 | 0 | -4 | -2 | -2
COc1ccc(C(=O)NCc2nnc(SCC(=O)Nc3cc(C)cc(C)c3)o2)cc1OC | 0 | -2 | 5 | -1.8 | 10 | 4 | 4 | -1 | -3
C/C(CCS(=O)(=O)c1ccccc1)=N/O | -3 | -2 | 5 | 0.4 | 0 | -3 | -5 | -1 | 5
Cc1nn(-c2ccccc2)c2c1C1(C(=O)N(C)c3ccccc31)N(c1ccccc1)C(=O)N2 (stereo not drawn) | 1 | -3 | -2 | -0.5 | 9 | 1 | -1 | -3 | 2
COc1ccc(C(=O)Nc2cc3c(cc2C#N)OCO3)cc1S(=O)(=O)N1CCN(C)CC1 | -3 | 1 | 0 | 0.7 | 19 | 6 | 4 | -4 | 4
CCOC(=O)c1[nH]c(=O)[nH]c1CSc1nc(C)cc(C)n1 | 0 | 1 | -11 | -0.5 | 48* | 0 | -3 | 1 | -3
Cc1ccc2cc(CN(C(=O)c3ccco3)c3ccccc3C)c(=O)[nH]c2c1 | 8 | 1 | 11 | 2.5 | 10 | -3 | -21 | 1 | -5
CCOC(=O)Nc1ccc2c(c1)nc1n2CCN(CCOC)C1 | -2 | -4 | 7 | 2.1 | 2 | 5 | 7 | -1 | 2
CC(C)c1ccc(/C=N/NC(=O)c2cccc(S(=O)(=O)N3CCOCC3)c2)cc1 | 4 | 8 | 3 | 2.0 | 7 | -8 | 2 | -4 | 6
O=C(c1c(F)c(F)c(F)c(F)c1F)N(Cc1ccccc1)Cc1ccccc1 | 9 | 4 | 1 | 2.3 | 4 | 0 | -7 | 0 | -1
Cc1cc2oc(=O)cc(CSc3nnc(-c4cccs4)o3)c2cc1C(C)C | -7 | -4 | 1 | 3.5 | 7 | 1 | -11 | 12 | 5
CN(C(=O)c1ccc(NC(=O)Cc2cccc(NC(=O)C3CCCN(C(=O)C4CCCCC4)C3)c2)cc1)C1CCCC1 (stereo not drawn) | x | x | 0 | -0.7 | 1 | x | 1 | -3 | -7
CCOC(=O)C1=C(C)N(C)C(=O)NC1c1ccc(C)s1 (stereo not drawn) | -2 | -4 | 7 | 4.1 | 5 | 4 | 2 | -3 | 4
COc1ccc2c3c1O[C@H]1C[C@@H](O)C=C[C@@]31CCN(C)C2 | -3 | 1 | -7 | 5.6 | -3 | 0 | -9 | -3 | 0

Compound activity: PubChem, The Scripps Research Institute Molecular Screening Center
